High-throughput results (PubChem)
inhibitors of VEEV: inhibitors of VEEV TC-83 cytopathic effect, confirmation, Vero cells (AID 588727). one-dose inhibition, % at 20 µM; IC50 in µM for titrated hits. 350,000 compounds, 0.13% hits. Vero cells, VEEV TC-83 cytopathic effect inhibition; higher % means a stronger effect; in the data active = a potency from the dose series; inconclusive = inhibition mostly from about 14% at the one dose, without a potency; inactive = the rest, 99 in 100 with inhibition below about 12%; note: strong numbers were not always called active
influenza NS1A: H1N1 influenza NS1A inhibitors, functional cell based assay (AID 504329); 340,000 compounds, 0.3% hits; NS1A functional cell-based assay, percent inhibition; higher % means a stronger effect; inhibition, % at 12.5 µM, or IC50 in µM where a hit was titrated; in the data active = a potency from the dose series; inconclusive = inhibition above about 27% without an active follow-up result; note: strong numbers were not always called active
Salmonella PhoP GFP: PhoP regulon inhibitors, Salmonella typhi PhoP promoter GFP reporter, confirmatory (AID 1850) | Salmonella Typhi PhoP-promoter GFP reporter, fluorescence, 4 h; higher % means a stronger effect | inhibition, % at 50 µM; hits with a dose series show IC50 in µM | 310,000 compounds, 0.33% hits; in the data active = a potency from the dose series; inconclusive = inhibition mostly from about 25% at the one dose, without a potency; inactive = the rest, 99 in 100 with inhibition below about 19%;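 note: 0% = induced wells with vehicle and 100% = uninduced wells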
H37Rv inhibition: M. tuberculosis growth inhibition, HTS (AID 449762) | M. tuberculosis H37Rv growth inhibition, 7H9 media; higher % means a stronger effect | one-dose inhibition, % at 25 µM; IC50 in µM for titrated hits | 330,000 compounds, 0.59% hits; in the data active = a potency from the dose series; inconclusive = inhibition above about 70% without an active follow-up result;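 note: bacterial growth assessed after seven days of incubation; strong numbers were not always called active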
M. tuberculosis: growth inhibition of non-replicating M. tuberculosis (AID 488890) | one-dose inhibition, % at 25 µM; IC50 in µM for titrated hits | 320,000 compounds, 0.39% hits | Mycobacterium tuberculosis non-replicating, growth inhibition; higher % means a stronger effect; in the data active = a potency from the dose series; inconclusive = inhibition mostly from about 82% at the one dose, without a potency; inactive = the rest, 99 in 100 with inhibition below about 76%;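 note: plate controls were DMSO cells for no effect and high antibiotic wells for full effect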
inhibitors of VEEV 10K pilot screen: recorded beside inhibitors of VEEV, whose call it bears; inhibition, %; measured here: 10K pilot screen inhibition
Numbers without * were called inactive; i = inactive; ? = inconclusive; · = no result given. Compounds as they come, and some 1.4% of all compounds hit somewhere here.

SMILES | inhibitors of VEEV | influenza NS1A | Salmonella PhoP GFP | H37Rv inhibition | M. tuberculosis | others
COc1cccc(CC(NC(C)=O)C(=O)NC2CCN(c3c(Cc4ccccc4)c(C)nc4ncnn34)CC2)c1 (configuration not stated) | 8.1% | -5% | -5% | -4% | 38%
Cn1cc(C2=C(c3ccc(Cl)cc3Cl)C(=O)NC2=O)c2ccccc21 | 6.4% | -7% | -32% | -3% | 2%
Cc1cc(C)c(NC(=O)CCCn2c(=O)oc3ccccc32)c(C)c1 | 1.2% | -2% | · | 1% | -13%
O=C(Nc1ccc2c(c1)OCO2)c1ccc(Cl)nc1 | 0.9% | 5% | -8% | 1% | 19%
CC1(C)CC2(CCCN(CC(O)(c3ccccc3)c3ccccc3)C2)CCO1 (configuration not stated) | i | -5% | 7% | 5% | 51%
O=C(CCNC(=O)c1ccccc1)OCN1C(=O)c2ccccc2C1=O | 0.8% | 2% | 7% | -6% | -5%
Cc1ccc(C(c2nnnn2CC2CCCO2)N2CCN(C(=O)c3ccco3)CC2)cc1 (configuration not stated) | 2.3% | 0% | -3% | 2% | 26%
Cc1ccccc1S(=O)(=O)Nc1cccnc1 | 4.0% | 0% | 0% | 4% | -4%
COc1ccc(Cl)cc1S(=O)(=O)N1CCCC1=O | 1.6% | 0% | 7% | -3% | -3%
COc1ccc(CN2CSC(=S)N(Cc3ccccc3)C2)cc1 | 1.4% | 8% | 0% | ? | ?
CCc1c(C(=O)NN2C(=O)C3C4CCC(O4)C3C2=O)csc1C (configuration not stated) | 1.9% | -8% | -3% | -1% | -8%
COc1ccc(C2CC(=O)Oc3cc(C)cc(C)c32)cc1 (configuration not stated) | i | -14% | · | · | ·
Cn1cccc1CNC(=O)Nc1ccc(Cl)cc1 | 1.1% | 3% | 2% | 2% | 13%
CCc1c(C(=O)NCc2ccccc2Cl)[nH]c(C)c1C(C)=O | 0.1% | -3% | -8% | -3% | 22%
Fc1ccc(/C=N/Nc2cc(N3CCOCC3)ncn2)cc1 | 0.7% | -2% | -5% | -3% | -5%
CCCn1c(O)c(C=Nc2ccccc2)sc1=S | 4.0% | 4% | 4% | 5% | 8%
O=C(O)c1ccc(CSC2CCCCC2)cc1 | 1.3% | 18% | 5% | 1% | 12%
C/C(Cl)=C/Cn1c(SCC(C)C)nc2c1c(=O)[nH]c(=O)n2C | 0.1% | 1% | -6% | -3% | 9%
COCCCNC(=O)CN(c1ccc(OC)cc1)S(=O)(=O)c1ccc(NC(C)=O)cc1 | i | -20% | 4% | -23% | 18%
COc1cc(CN2CCC(n3nccc3NC(=O)C3CC3)CC2)cc(OC)c1 | 2.4% | -6% | -2% | -3% | 0%
COc1ccc(S(=O)(=O)N2CCC(C(=O)NCCC(=O)NCc3ccccc3OC)CC2)cc1 | 1.9% | -6% | 2% | 3% | -11%
O=C(c1cccnc1)N1CCN(S(=O)(=O)c2ccc(F)cc2)CC1 | 5.4% | -8% | -5% | -7% | -1%
O=C(O)C1=C[C@@H](C2CC2)C[C@@H](OCc2ccc(CO)cc2)O1 | 2.6% | -15% | 9% | -4% | 3%
Cc1cc([N+](=O)[O-])c2ccccc2c1NS(=O)(=O)c1ccccc1 | 2.3% | -24% | · | · | ·
Cc1nn(-c2ccccc2)c(C)c1/C=N/NC(=O)c1cc(-c2ccc(Cl)s2)[nH]n1 | i | -19% | -8% | ? | 26% | inhibitors of VEEV 10K pilot screen=4.0
CCn1c(-c2cccc(Cl)c2)n[nH]c1=S | 3.9% | -4% | -4% | -1% | 4%
CCCCCOc1ccc(/C=C/C(=O)NCCc2nc3ccccc3[nH]2)cc1OC | 9.4% | -5% | -2% | ? | 25%
N#CCC(CNc1ncc(C(F)(F)F)cc1Cl)OC(=O)c1ccc(Cl)cc1 (configuration not stated) | 0.2% | -2% | -1% | 4% | 27%
Cc1cccc(C(=O)OCC(=O)NN2C(=O)NC3(CCCCC3)C2=O)c1 | 0.4% | -5% | · | 3% | 26%
O=C1CCC[C@@H]2[C@@H](Cc3ccccc3)[C@H](N3CCN(c4ccccc4)CC3)C[C@@H]3CCN1[C@@H]32 | 2.0% | 21% | · | · | ·
CC(=O)OCC1=C(C(=O)O)N2C(=O)C(NC(=O)c3ccc(COc4c(C)cccc4Cl)o3)C2SC1 (configuration not stated) | 0.8% | 12% | 3% | 3% | 17%
COc1ccc(Br)c(C(=O)OCc2cc(=O)oc3cc(C)ccc23)c1 | 0.6% | 0% | 8% | 8% | -5%
CCC(=O)Nc1ccc2oc(-c3ccccc3Br)nc2c1 | 3.2% | -1% | -15% | 8% | 35%
CC(=O)c1c(C(C)=O)c(C)n(-c2ccc(C(=O)O)cc2)c1C | 0.8% | -14% | 8% | -1% | 5%
COCCn1c(SCc2cc(=O)n3cc(C)ccc3n2)nc2ccccc2c1=O | · | · | -9% | 21% | -2%
S=c1[nH]nc(-c2cc(-c3ccccc3)n[nH]2)n1/N=C/c1cccc(Cl)c1 | 8.8% | 4% | -25% | -5% | -15%
COC(=O)[C@@]1(Cc2ccc(OC)cc2)[C@@H]2C(=CC(=O)[C@H]2CC(=O)C(=O)N(C)C)CN1C(=O)c1ccccc1 | · | · | -4% | -1% | 1%
CCCCNC(=O)NCCN1CCOCC1 | ? | -18% | 3% | -6% | -3%
Cc1ccc(-c2c(C)c(-c3ccc(F)cc3)nc(N)c2C#N)o1 | 1.0% | -9% | -19% | 8% | 6%
CCn1c(SCCC(=O)O)nnc1-c1cccnc1 | 0.9% | -1% | 2% | 5% | -10%

Filtered by structure: those above with four or more nitrogen atoms
SMILES | inhibitors of VEEV | influenza NS1A | Salmonella PhoP GFP | H37Rv inhibition | M. tuberculosis | others
COc1cccc(CC(NC(C)=O)C(=O)NC2CCN(c3c(Cc4ccccc4)c(C)nc4ncnn34)CC2)c1 (configuration not stated) | 8.1% | -5% | -5% | -4% | 38%
Cc1ccc(C(c2nnnn2CC2CCCO2)N2CCN(C(=O)c3ccco3)CC2)cc1 (configuration not stated) | 2.3% | 0% | -3% | 2% | 26%
Fc1ccc(/C=N/Nc2cc(N3CCOCC3)ncn2)cc1 | 0.7% | -2% | -5% | -3% | -5%
C/C(Cl)=C/Cn1c(SCC(C)C)nc2c1c(=O)[nH]c(=O)n2C | 0.1% | 1% | -6% | -3% | 9%
COc1cc(CN2CCC(n3nccc3NC(=O)C3CC3)CC2)cc(OC)c1 | 2.4% | -6% | -2% | -3% | 0%
Cc1nn(-c2ccccc2)c(C)c1/C=N/NC(=O)c1cc(-c2ccc(Cl)s2)[nH]n1 | i | -19% | -8% | ? | 26% | inhibitors of VEEV 10K pilot screen=4.0
COCCn1c(SCc2cc(=O)n3cc(C)ccc3n2)nc2ccccc2c1=O | · | · | -9% | 21% | -2%
S=c1[nH]nc(-c2cc(-c3ccccc3)n[nH]2)n1/N=C/c1cccc(Cl)c1 | 8.8% | 4% | -25% | -5% | -15%
CCn1c(SCCC(=O)O)nnc1-c1cccnc1 | 0.9% | -1% | 2% | 5% | -10%

(listing goes on)
SMILES | inhibitors of VEEV | influenza NS1A | Salmonella PhoP GFP | H37Rv inhibition | M. tuberculosis | others
NNC(=O)CSc1nc(-c2ccccc2)nc2c1CCCC2 | 2.4% | -4% | -4% | -9% | -12%
CCOC(=O)c1cccc(-[n+]2c(-c3ccccc3)cc(-c3ccccc3)cc2-c2ccccc2)c1 | 0.4% | 2% | 11% | ? | ?
Cc1ccccc1OCC(=O)Nc1ccc2oc(=O)ccc2c1 | 0.4% | -4% | -9% | 8% | 19%
CC(C)[C@H]1CN=C2N(CCNC(=O)CCC3CCCCC3)[C@H](Cc3ccc(O)cc3)CN21 | 0.4% | 0% | -1% | 15% | ?
O=C(Nc1cccc(C(F)(F)F)c1)c1ccc(N2CCNCC2)c([N+](=O)[O-])c1 | 13% | · | 15% | 40% | 67%
COc1ccc(-c2cc3c(=O)n(CC(=O)Nc4ccc(C(C)=O)cc4)ncn3n2)cc1 | 0.4% | -6% | 7% | 0% | -8%
COc1ccc(C(=O)CSc2nnc(COc3ccc(C#N)cc3)n2-c2ccccc2)cc1 | i | 6% | -1% | -8% | 2%
CC1CCC2(CC1)NC(=O)N(NC(=O)c1cc3ccccc3o1)C2=O (configuration not stated) | 0.6% | -4% | · | -2% | -6%
COc1ccc(NC(=O)C2CCN(S(=O)(=O)c3ccc(Br)s3)CC2)cc1OC | 3.1% | -4% | -12% | 12% | -2%
c1ccc(Cn2c(NCc3ccccn3)nc3ccccc32)cc1 | i | -1% | 16% | -6% | 24%
O=C(NCc1ccc(N2CCCC2=O)cc1)c1cnccn1 | 0.9% | -4% | -4% | -6% | -6%
O=C(COC(=O)CCC(=O)c1ccc(Cl)cc1)NCCc1ccccc1 | i | -2% | 5% | 8% | 64%
COc1ccc(CNC(=O)C/C(C)=N/NC(=O)c2cnccn2)cc1 | 1.5% | 10% | -1% | 12% | 24%
O=C(NCC(c1ccco1)N1CCCCC1)c1cccs1 (configuration not stated) | 1.6% | 10% | · | -9% | -1%
O=C(CSc1cccc[n+]1[O-])c1ccccc1Br | 1.3% | 3% | 4% | ? | ?
COc1ccc(C(=O)N2CCC(n3nccc3NC(=O)C3CC3)CC2)c(OC)c1OC | 2.1% | -6% | 15% | -1% | 13%
COc1ccc(C(=O)C2CCCN(C(=O)c3ccc(C(C)=O)s3)C2)c(C)c1 (configuration not stated) | 0.1% | -3% | · | · | ·
O=C(NCc1ccc2c(c1)OCO2)Nc1cccc2ccccc12 | i | -11% | 15% | 4% | -16%
Cn1c(SCC(=O)N2CCOCC2)nnc1-c1ccncc1 | 0.1% | 2% | 2% | 6% | -2%
O=C(Cc1cccs1)Nc1ccccc1NC(=O)Cc1cccs1 | 0.2% | 0% | -4% | 5% | 4%

The last 4 compounds of the part above lead into the next.
SMILES | inhibitors of VEEV | influenza NS1A | Salmonella PhoP GFP | H37Rv inhibition | M. tuberculosis | others
COc1ccc(C(=O)C2CCCN(C(=O)c3ccc(C(C)=O)s3)C2)c(C)c1 (configuration not stated) | 0.1% | -3% | · | · | ·
O=C(NCc1ccc2c(c1)OCO2)Nc1cccc2ccccc12 | i | -11% | 15% | 4% | -16%
Cn1c(SCC(=O)N2CCOCC2)nnc1-c1ccncc1 | 0.1% | 2% | 2% | 6% | -2%
O=C(Cc1cccs1)Nc1ccccc1NC(=O)Cc1cccs1 | 0.2% | 0% | -4% | 5% | 4%
Cc1ccccc1OCCc1c(C)[nH]c(=S)[nH]c1=O | 8.8% | 1% | 6% | 2% | -26%
O=C(/C=C/Nc1ccc(F)cc1)c1ccc(Oc2ncccn2)cc1 | 0.9% | 1% | -8% | -4% | -13%
CCOC(=O)c1c(-c2ccc(-c3ccccc3)cc2)csc1NC(=O)C1C2CCC(O2)C1C(=O)O (configuration not stated) | 2.3% | 5% | -15% | -3% | 51%
CC(C)C1(C2CCCC2)NC(=O)NC1=O (configuration not stated) | 1.6% | -15% | · | · | ·
CCN(CC1CCCO1)C(=O)CCc1nnc(Cc2ccc3c(c2)OCO3)o1 (configuration not stated) | 0.2% | 0% | 3% | -8% | -7%
Cc1c(CNC2CCC(C)CC2)c(C(=O)O)c(C)n1Cc1ccccc1 (configuration not stated) | 0.9% | -1% | -5% | -2% | 10%
CC(=O)SC(C)CC(=O)Nc1ccccc1 (configuration not stated) | 0.4% | 3% | -6% | 2% | 45%
O=C(CSc1nc(C(F)(F)F)cc(=O)[nH]1)N1CCC(Cc2ccccc2)CC1 | 1.9% | 1% | -3% | -8% | 68%
